From PubChem BioAssay
ROMK mod = modulates human ROMK potassium channel activity. P48048. Tet-inducible ROMK, thallium flux fluorescence; actives lie on both sides. B-score at 10 µM. 130,000 compounds, 2% hits;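 active means signal ratio slope over the read window, or its plate-corrected B-score, at least 3 SD from the plate mean, either direction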;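 further: B-score of the F/F0 ratio slope over 7 to 12 s after thallium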
Target sequence (P48048 whole entry, looked up): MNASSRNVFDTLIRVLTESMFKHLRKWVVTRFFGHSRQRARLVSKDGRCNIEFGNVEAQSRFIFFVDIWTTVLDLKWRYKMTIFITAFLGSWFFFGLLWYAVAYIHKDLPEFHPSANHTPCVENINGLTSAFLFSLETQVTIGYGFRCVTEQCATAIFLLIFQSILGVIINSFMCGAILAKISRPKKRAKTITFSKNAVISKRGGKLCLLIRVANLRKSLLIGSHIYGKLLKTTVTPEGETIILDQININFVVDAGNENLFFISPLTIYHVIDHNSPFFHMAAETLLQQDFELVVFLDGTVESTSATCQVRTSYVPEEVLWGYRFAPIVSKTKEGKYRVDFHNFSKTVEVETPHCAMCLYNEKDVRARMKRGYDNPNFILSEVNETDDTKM
FLuc stim CS = firefly luciferase counter-screen for stimulation assays; AID 1027; activation factor at 10 µM; P08659; 200,000 tested, under 10 active; ATPlite luciferase biochemical, luminescence, 10 min; 0 = ATP-free wells, 1 = DMSO control;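 active means luciferase activation factor, scaled between plate controls, of at least 2 with compound at 10 µM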
Target sequence (P08659 whole entry, looked up): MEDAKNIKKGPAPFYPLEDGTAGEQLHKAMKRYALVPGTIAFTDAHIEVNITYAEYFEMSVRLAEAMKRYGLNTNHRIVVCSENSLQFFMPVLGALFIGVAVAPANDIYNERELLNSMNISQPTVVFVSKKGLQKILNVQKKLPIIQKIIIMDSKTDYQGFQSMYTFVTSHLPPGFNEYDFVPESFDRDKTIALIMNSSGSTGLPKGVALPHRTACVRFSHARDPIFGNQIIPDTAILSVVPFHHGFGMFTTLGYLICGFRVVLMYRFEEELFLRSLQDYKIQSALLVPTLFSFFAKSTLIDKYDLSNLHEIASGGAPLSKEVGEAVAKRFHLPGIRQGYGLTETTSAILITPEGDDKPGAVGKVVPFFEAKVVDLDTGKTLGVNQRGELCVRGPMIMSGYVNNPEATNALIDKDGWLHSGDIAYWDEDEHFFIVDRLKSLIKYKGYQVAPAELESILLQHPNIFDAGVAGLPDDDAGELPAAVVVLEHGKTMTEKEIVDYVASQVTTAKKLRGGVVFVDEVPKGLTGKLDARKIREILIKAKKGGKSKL
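Material: luciferase plus luciferin reagent, cell-free. Medium: PBS buffer for ATP. Also added: ATP substrate, dispensed from a 10.24 µM working solution in PBS. Doses: test compounds dosed from 2 mM stocks in 100% DMSO. Incubation: 10 min post-reagent at room temperature. Technique: light output (luminescence). Read-out basis: luminescence gain marking luciferase activators.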
FLuc inhib CS = inhibits firefly luciferase, flagging false hits in luciferase inhibition screens | 200,000 compounds, 1.5% hits | ATPLite firefly luciferase biochemical luminescence, 10 min | P08659 | AID 1006 | inhibition, % at 10 µM;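 active means inhibition above about 50% when tested at 10 µM, limit read from the data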
NF-kB neuron act = raises NF-kB expression in human neuronal cells; fold change at 12.5 µM; 190,000 compounds, 1.6% hits; NF-kB reporter expression; active compounds read high; AID 1239; in the data active means fold change above about 3.3
APP 5'UTR act = APP 5'UTR luciferase reporter activation | SH-SY5Y APP 5'UTR luciferase reporter, luminescence; zero percent = DMSO vehicle wells | activation, % at 2 µM | 190,000 compounds, 1% hits | AID 1276;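 active means activation above a set limit, based on mean plus 3 SD of controls, cut at about 140% in these data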; further: values of inactives mirror those of a sister screen read the other way
STAT1 inh = reduces IFN-gamma driven STAT1 reporter signal; NIH 3T3 STAT1-luciferase reporter, luminescence; inhibition, % at 5.5 µM; 200,000 compounds, 0.35% hits;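 active means inhibition above a set limit, the mean inhibition across all tested compounds plus 3 SD, cut at about 34% in these data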;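 further: 0% = IFN-gamma with DMSO and 100% = IFN-gamma with 300 µM nifuroxazide; values of inactives mirror those of a sister screen read the other way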
STAT1 act = increases IFN-gamma driven STAT1 reporter signal; NIH 3T3 STAT1-luciferase reporter, luminescence; 100% = IFN-gamma alone, no compound; 200,000 compounds, 2.6% hits; activation (% of control), % at 5.5 µM;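 active means activation above the screen-wide mean activation plus 3 SD, cut at about 130% in these data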;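 further: raw ratio to IFN-gamma control signal so 100% means no change and 0% no light; values of inactives mirror those of a sister screen read the other way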
APP transl inh = APP translation inhibition; SH-SY5Y APP 5'UTR-luciferase reporter, luminescence; inhibition, % at 2 µM; 190,000 compounds, 0.82% hits;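 active means inhibition above a set limit, derived from the sample mean plus 3 SD, cut at about 45% in these data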; further: values of inactives mirror those of a sister screen read the other way
STAT3 blocker = inhibitors of IL-6 induced STAT3 signaling; U3A cells, IL-6 STAT3-luciferase reporter, luminescence; host cell line lacks STAT1; inhibition, % at 5.5 µM; 190,000 compounds, 0.89% hits;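 active means inhibition above the mean inhibition across all screened compounds plus 3 SD, cut at about 44% in these data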;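 further: 0% = DMSO only wells and 100% = 100 µM nifuroxazide control wells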
STAT3 act = STAT3 signaling activation | U3A cells, IL-6 STAT3-luciferase reporter, luminescence; 100% = signal with IL-6 EC80 alone | activation (% of control), % at 5.6 µM | 190,000 compounds, 0.91% hits | AID 871;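 active means activation above the screen-wide mean of compound activation plus 3 SD, cut at about 130% in these data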;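 further: 0% = background luminescence of wells with medium and substrate only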
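System – human U3A cells carrying STAT3-luciferase construct · Probe or stimulus – Interleukin-6, 33 ng/mL · Schedule – compound 1 h, then IL-6 6 h at 37 °C · Signal – luminescence from STAT3-driven luciferase reporter · Evaluation – percent of IL-6-only median luminescence · Benchmarks – IL-6-only high control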
* marks the source's active call; other numbers are inactive results; · = not tested or not shown.

SMILES	ROMK mod	FLuc stim CS	FLuc inhib CS	NF-kB neuron act	APP 5'UTR act	STAT1 inh	STAT1 act	APP transl inh	STAT3 blocker	STAT3 act
Cc1cc(NC(=O)c2ccc3c(c2)C(=O)N(Cc2cccnc2)C3=O)no1	·	0.9	5	1.1	-16	4	96	16	-1	102
Cc1nnsc1C(=O)N/N=C/c1ccc(OC(F)(F)F)cc1	0.33	1.1	-7	1.2	0	4	95	0	16	87
Cc1ccc(CSC2=NCCN2C(=O)C2CC2)cc1	-0.86	1	-1	1.4	-11	-10	109	11	18	87
COc1ccccc1NS(=O)(=O)/C=C/c1ccccc1	·	1.1	-6	1.1	7	-7	106	-7	2	97
COc1ccc(OC(C)C(=O)N2CCc3ccccc3C2)cc1 (stereo unspecified)	·	1.1	-6	0.91	-37	1	99	37	-1	103
COc1ccc(N2CCN(C(=O)CSc3nc4[nH]ncc4c(=O)n3-c3cccc4ccccc34)CC2)cc1	-0.82	1	-1	0.56	-20	-10	109	20	18	91
CC1CCCC(NC(=O)Cc2ccc(Br)cc2)C1C (stereo unspecified)	-0.47	1.1	-7	0.93	10	-4	102	-10	3	100
CC(C)c1ccccc1NC(=S)NCc1ccncc1	-0.4	1.1	-6	1.1	5	-5	105	-5	4	100
CCCn1nc(C(=O)OCC(=O)Nc2cccc(S(N)(=O)=O)c2)c2ccccc2c1=O	-1.1	1.1	-5	1.1	-4	8	91	4	9	99
CCOC(=O)c1[nH]c2ccccc2c1NC(=O)CC(C)(C)C	·	1.1	-7	0.95	-5	28	74	5	-73	164*
Cc1cccc(-c2nc(CN3CCCC(C(=O)NC4CCC(C)CC4)C3)c(C)o2)c1 (stereo unspecified)	-2.2	0.9	5	0.68	6	3	97	-6	-11	112
COc1ccc(-n2c(Cc3cccn3C)nnc2SCC(=O)Nc2nc(C)cs2)cc1	·	1.1	-8	1.1	-14	-3	104	14	-8	107
CC(C)CC(NC(=O)C1CCC(C)CC1)C(=O)Nc1ccccn1 (stereo unspecified)	·	0.9	12	1.4	-7	-14	114	7	-2	105
COc1ccc(/C=C/C(=O)NC(=S)N2CCSCC2)cc1	-0.027	1	1	1.6	14	-10	109	-14	14	93
CC(C)CCn1c(=O)c2ccccc2n2c(CCl)nnc12	-1.6	1	-4	2	0	6	93	0	2	100
NC(=O)C[n+]1cccc2ccccc21	·	1	-3	1.1	17	0	97	-17	-3	112
CC(C)(C)c1ccc(-c2noc(CCC(=O)NCC3CCCO3)n2)cc1 (stereo unspecified)	0.5	0.4	64*	2.7	-60	11	90	60*	42	68
Cc1cccc(NC(=O)Nc2ccc(Oc3c(F)c(F)c(F)c(F)c3F)cc2)c1	·	1	-4	1.5	-12	2	99	12	7	98
O=C(c1cccc(N2C(=O)C3C4C=CC(C4)C3C2=O)c1)N1CCCc2ccccc21 (stereo unspecified)	0.67	1.1	-5	0.93	2	7	94	-2	6	103
O=C(NCc1ccco1)c1cnc2n(c1=O)CCS2	·	1.1	-6	·	7	3	98	-7	4	100
CC(=O)Nc1cccc(NC(=O)C2CC3CCC2C3)c1 (stereo unspecified)	·	1	3	1	7	1	99	-7	3	100
COc1ccc(-c2ccccc2)cc1NCc1ccc(OC)c(OC)c1	-0.65	1.1	-6	1.3	5	-3	102	-5	-4	105
O=C(CSCCSCC(=O)c1ccco1)c1ccco1	·	1	0	1.1	-16	-5	104	16	4	101
CC(C)(C)Nc1c([N+](=O)[O-])c(=O)sc2ccccc12	-1	1	-5	1.1	12	-3	102	-12	9	103
CC(=O)c1cccc(NC(=O)N2CCCC2C(=O)NCc2ccc3c(c2)OCO3)c1 (stereo unspecified)	0.035	1	-2	1.1	-1	0	98	2	5	98
COc1ccccc1C(=O)Oc1cc(N)n(S(=O)(=O)c2ccccc2)n1	0.66	1	-1	0.96	-16	-10	106	16	5	100
O=C(Cc1ccc(Cl)cc1)NNc1c(F)c(F)cc(F)c1F	·	1	-4	1.1	-6	-7	106	6	-4	109
O=C(Nc1ccc(NC(=S)NC(=O)c2ccccc2Cl)cc1)c1cccc(Cl)c1	·	·	·	·	-2	-3	103	2	25	87
O=C(Nc1ccc(Br)cc1)C(c1ccccc1)c1ccccc1	-0.27	1.1	-12	1	-5	3	96	5	-2	102
CC(C)C(NC(=O)c1ccc(F)cc1)C(=O)Nc1cccnc1 (stereo unspecified)	-0.29	1	-1	1.2	6	2	98	-6	2	105

Three structures out of the list, ordered by formula weight, ascending.
SMILES	ROMK mod	FLuc stim CS	FLuc inhib CS	NF-kB neuron act	APP 5'UTR act	STAT1 inh	STAT1 act	APP transl inh	STAT3 blocker	STAT3 act
CC(C)(C)Nc1c([N+](=O)[O-])c(=O)sc2ccccc12	-1	1	-5	1.1	12	-3	102	-12	9	103
O=C(Cc1ccc(Cl)cc1)NNc1c(F)c(F)cc(F)c1F	·	1	-4	1.1	-6	-7	106	6	-4	109
COc1ccccc1C(=O)Oc1cc(N)n(S(=O)(=O)c2ccccc2)n1	0.66	1	-1	0.96	-16	-10	106	16	5	100

Additional results follow:
SMILES	ROMK mod	FLuc stim CS	FLuc inhib CS	NF-kB neuron act	APP 5'UTR act	STAT1 inh	STAT1 act	APP transl inh	STAT3 blocker	STAT3 act
COc1cc(S(=O)(=O)NCc2ccncc2)c(OC)cc1Cl	0.86	1	-2	0.75	12	19	82	-12	13	97
CCC(C)N(C(=O)COC(=O)/C=C/c1ccc(O)c(OC)c1)C1CCS(=O)(=O)C1 (stereo unspecified)	1.1	1	-2	1.1	0	0	100	0	0	101
CC(=O)[C@@H]1[C@@H](C(=O)c2ccc(C)cc2)[C@]2(C(=O)Nc3ccccc32)[C@H]2C=Cc3cc(F)ccc3N12	·	1	-3	0.91	18	10	90	-18	-24	115
CCc1cccc(OCCCCNCCOC)c1	·	1	-1	0.89	-14	17	85	14	-3	113
CCOc1ccc(Cc2nc(C)c(CC(=O)N3CCOCC3)c(=O)[nH]2)cc1	·	1.1	-6	0.99	-5	1	99	5	-1	103
O=[N+]([O-])c1ccc(O)c(NC(=S)Nc2ccccc2)c1	1.3	1.1	-5	1.8	-5	1	99	5	18	90
Cc1cc(NC(=O)CSc2nnc(Cc3ccccc3)o2)no1	0.21	1.1	-6	1.1	-2	2	98	2	-2	105
CC(=O)Nc1ccc(OC(=O)c2cc3cc(Br)cc(Br)c3oc2=O)cc1	-0.83	1.1	-11	1.2	10	11	91	-10	18	87
Cc1ccccc1C(=O)Nc1ccc(Br)c(C)n1	·	0.9	8	2.2	8	-23	121	-8	18	88
COc1ccc(N2C(=O)C(Cl)=C(Oc3cccc(OC)c3)C2=O)cc1	-0.59	1	-2	1.4	-49	6	92	49*	5	97
NNC(=O)CN1C(=O)Nc2ccc(Br)cc2C1c1ccccc1 (stereo unspecified)	·	1	0	1.7	13	0	100	-13	-5	105
COc1ccc(C2NC(=O)c3ccccc3O2)c(OC)c1OC (stereo unspecified)	·	1	-5	0.95	6	0	100	-6	0	103
CCOC(=O)C1(S(=O)(=O)c2ccccc2)CCN(Cc2ccc(Cl)cc2)CC1	0.014	1	-3	0.9	10	5	96	-10	6	99
O=c1oc(-c2cccc(Cl)c2)nc2c1cnn2-c1ccccc1	0.15	1	-1	1.2	14	-1	101	-14	6	99
C/C(=N/N1CCN(c2ccccn2)CC1)c1ccc([N+](=O)[O-])cc1	-0.58	1	2	1.3	25	-9	108	-25	28	83
CCCCNc1cc(F)nc(N)n1	0.86	1.1	-11	1.2	-11	-1	100	11	3	109
O=C(CN1CCOCC1)Nc1ccccc1C(=O)O	·	1	-1	1.1	0	6	94	0	2	100
CCOC(=O)N1CCC(NC(=O)c2ccc3c(c2)N(Cc2ccc(C)cc2)CCS3)CC1	·	1	-2	1.1	3	9	92	-3	5	100
CCOC(=O)c1ccc(N=Nc2c(C)c(C#N)c(O)[nH]c2=O)cc1	-0.62	1	0	3.6*	135*	-1	101	-135	2	106
COc1ccc(N2CC(O)=C(c3nc4ccccc4s3)C2=N)c(OC)c1	1.1	1.1	-9	1.7	43	-7	106	-15	-16	119
COC(=O)c1ccccc1NC(=O)CCS(=O)(=O)c1ccc(Br)cc1	-0.044	1	-4	1.2	2	1	97	-2	6	98
Cc1ccc(C2=NN(C(=O)CN3C(=O)c4ccccc4S3(=O)=O)C(c3ccco3)C2)cc1 (stereo unspecified)	0.78	1	-2	0.81	-8	-5	104	8	5	97
CCOC(=O)c1csc(NC(=O)CSc2nnnn2CC)n1	0.73	1	-4	0.99	1	-3	103	-2	8	101
CCCC(c1nnnn1Cc1cccs1)N1CCN(c2nc3ccccc3s2)CC1 (stereo unspecified)	-0.0092	1	3	0.81	11	4	96	-11	-1	103
Cc1ccc(S(=O)(=O)NC(C)C(c2cccs2)N2CCN(C)CC2)cc1 (stereo unspecified)	-0.94	1	-4	1.1	12	-9	108	-12	6	98
O=C(CSc1nc2scc(-c3ccccc3)c2c(=O)[nH]1)NC1CCCCC1	-0.038	1	0	·	14	-14	110	-14	8	98
O=C(C[N+]1(CC#Cc2ccccc2)CCCCC1)c1ccccc1	-0.97	0.9	6	1.2	12	11	89	-12	-1	104
COc1cccc(C(=O)N2CCN(C(=O)Cc3ccccc3)CC2)c1	0.055	1.1	-7	1	4	0	100	-4	5	100
Cc1cc(NC(=O)CSc2nc3cc(C(=O)NCCCOC(C)C)ccc3c(=O)n2Cc2ccco2)no1	0.57	1	0	1.1	6	17	84	-6	16	93
O=C(CSc1ncnc2ccccc12)Nc1ccc2c(c1)OCO2	·	1	-1	1.2	28	9	93	-28	-1	101
Cc1ccc(C(=O)NC(=C(Cl)Cl)S(=O)(=O)c2ccc(Cl)cc2)cc1	-0.32	1.1	-5	1.1	-7	-5	104	7	-26	131
CCCCN(C(=S)NC(=O)c1ccccc1)c1c(N)n(Cc2ccccc2)c(=O)[nH]c1=O	·	1	1	0.91	2	-3	102	-2	19	88
COc1cc(C(=O)OCC(=O)c2c(N)n(C)c(=O)n(C)c2=O)ccc1OCCC(C)C	0.99	1	-2	1.1	-5	-2	102	5	12	96
Cc1ccc(Cn2cnc3c(cnn3-c3ccc(F)cc3)c2=O)cc1	1.4	1	-3	0.87	2	-5	104	-2	17	95
CCOc1nc(NC(C)C)nc(NC(C)C)n1	·	1	-3	1.2	-4	2	98	4	-12	115
Cc1ccc(CN2CCN(C(=O)c3ccco3)CC2)cc1	-0.89	1.1	-9	1.2	-2	-4	102	2	-2	104
CCCCCCCC[n+]1c(C)n(-c2ccccc2)c2ccc(NC(C)=O)cc21	-1.5	1	-4	0.45	9	18	83	-9	18	86
O=C(NCCc1ccccn1)C1CCCN(S(=O)(=O)Cc2ccccc2)C1 (stereo unspecified)	0.48	1	-2	0.83	-8	-1	105	8	2	100
O=C(Nc1ccc(Cl)cn1)c1cnn2cccnc12	·	0.8	24	1.6	21	-59	153*	-21	-10	111
CC1(C)CC(=O)C(C=NCCN2CCN(C(=S)Nc3ccccc3)CC2)=C(O)C1	·	1.1	-9	1.1	14	4	96	-14	4	98
CCN(CC)S(=O)(=O)c1ccc(/C=C/C(=O)Nc2ccc(F)c(F)c2F)cc1	·	1	-3	0.95	-1	-6	105	1	38	68

Not a hit list; about 7.1% have a hit in one of these screens.
